Screening data from PubChem BioAssay.
MITF inh = blocks human microphthalmia-associated transcription factor | 650,000 compounds, 0.91% hits | AlphaScreen MITF homodimerization, bead proximity signal | AID 1259374 | O75030 | inhibition, % at 2.6 µM; in the data active means inhibition above about 50%;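 further: 0% = vehicle wells with protein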
Target sequence (O75030 whole entry, looked up): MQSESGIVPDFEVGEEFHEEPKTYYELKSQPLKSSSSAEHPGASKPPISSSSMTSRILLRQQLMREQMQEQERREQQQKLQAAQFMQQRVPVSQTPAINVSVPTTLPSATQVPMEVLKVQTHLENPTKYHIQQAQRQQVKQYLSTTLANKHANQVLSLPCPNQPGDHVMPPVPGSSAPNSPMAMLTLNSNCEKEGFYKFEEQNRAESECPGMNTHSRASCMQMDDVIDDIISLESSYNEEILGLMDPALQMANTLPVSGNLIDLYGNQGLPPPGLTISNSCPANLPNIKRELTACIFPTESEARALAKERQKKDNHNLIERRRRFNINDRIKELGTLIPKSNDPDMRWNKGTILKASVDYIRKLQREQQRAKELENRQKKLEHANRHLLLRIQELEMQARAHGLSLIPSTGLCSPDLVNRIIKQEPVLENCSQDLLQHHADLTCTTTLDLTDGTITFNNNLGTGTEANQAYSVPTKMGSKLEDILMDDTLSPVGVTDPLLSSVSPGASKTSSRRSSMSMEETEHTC
TEAD-YAP block = TEAD-YAP interaction inhibition | HEK-TIYL cells, TEAD-Gal4/YAP UAS-luciferase luminescence | 640,000 compounds, 1.4% hits | inhibition, % at 9.12 µM; in the data active means inhibition above about 32%;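 further: 0% = median of test compound wells and 100% = reference inhibitor wells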
GPR151 ag = activates the human receptor GPR151; Q8TDV0; PathHunter beta-arrestin GPR151 cells, luminescence; activation, % at 11.2 µM; 650,000 compounds, 1% hits; AID 1508602; in the data active means activation above about 4.9%;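 further: 0% = median of compound wells and 100% = cells with positive control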
Target sequence (Q8TDV0 whole entry, looked up): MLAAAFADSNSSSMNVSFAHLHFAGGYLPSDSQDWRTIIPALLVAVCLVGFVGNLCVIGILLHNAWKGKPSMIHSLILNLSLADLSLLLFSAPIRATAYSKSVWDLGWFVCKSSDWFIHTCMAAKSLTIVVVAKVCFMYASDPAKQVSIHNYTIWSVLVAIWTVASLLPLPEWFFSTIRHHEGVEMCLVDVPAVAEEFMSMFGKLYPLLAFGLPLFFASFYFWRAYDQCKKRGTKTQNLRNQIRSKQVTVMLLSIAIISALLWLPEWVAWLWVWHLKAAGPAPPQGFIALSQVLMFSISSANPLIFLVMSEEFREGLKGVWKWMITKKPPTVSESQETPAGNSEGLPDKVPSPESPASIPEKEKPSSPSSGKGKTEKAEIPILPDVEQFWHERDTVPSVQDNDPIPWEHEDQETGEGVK
FBW7 act = human FBW7 E3 ligase activation, primary screen | Q969H0 | AlphaScreen FBW7–phospho-cyclin E peptide binding, activator screen | normalized activity (activation), % at 26.1 µM | 650,000 compounds, 0.13% hits | AID 1259310; in the data active means normalized activity above about 1.9%;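 further: purified mutant Fbw7 with reduced substrate affinity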
An asterisk follows results filed as active; . = no result given.

Preview, 7 compounds:
SMILES	MITF inh	TEAD-YAP block	GPR151 ag	FBW7 act
O=C(Nc1cnc2ccccc2c1)c1ccc(Cl)cc1Cl	10	66*	-4.3	0.1
CC(C)c1onc(C(=O)Nc2sc3c(c2C#N)CCCC3)c1[N+](=O)[O-]	1	15	-0.6	-0.2
Cc1ccc2nc3c(c(Nc4ccccc4)c2c1)CCC3	11	-9	0.3	0.2
CC1CCN(c2nc3c(c(=O)[nH]2)CN(Cc2ccc4ncccc4c2)CC3)CC1	18	3	0.4	0.2
COc1ccc(COCC(O)CN2CCCCC2)cc1OC (configuration not stated)	-8	-4	-0.4	0.0
COc1cccc(C2C3=C(CCCC3=O)NC3=C2C(=O)CCC3)c1OC	-16	4	1.2	0.2
Cc1cc(Nc2ccc(N(C)C)cc2)c2cccc(C)c2n1	25	12	-0.2	-0.2

Main list, previewed entries included:
SMILES	MITF inh	TEAD-YAP block	GPR151 ag	FBW7 act
O=C(Nc1cnc2ccccc2c1)c1ccc(Cl)cc1Cl	10	66*	-4.3	0.1
CC(C)c1onc(C(=O)Nc2sc3c(c2C#N)CCCC3)c1[N+](=O)[O-]	1	15	-0.6	-0.2
Cc1ccc2nc3c(c(Nc4ccccc4)c2c1)CCC3	11	-9	0.3	0.2
CC1CCN(c2nc3c(c(=O)[nH]2)CN(Cc2ccc4ncccc4c2)CC3)CC1	18	3	0.4	0.2
COc1ccc(COCC(O)CN2CCCCC2)cc1OC (configuration not stated)	-8	-4	-0.4	0.0
COc1cccc(C2C3=C(CCCC3=O)NC3=C2C(=O)CCC3)c1OC	-16	4	1.2	0.2
Cc1cc(Nc2ccc(N(C)C)cc2)c2cccc(C)c2n1	25	12	-0.2	-0.2
CCc1c(C)sc2ncn(C3CCN(C(=O)c4n[nH]c5c4CCC5)CC3)c(=O)c12	-9	1	0.6	0.1
O=C(c1cc2ccccc2oc1=O)N(Cc1cccs1)C1CCCC1	-4	-10	1.7	-0.1
Cn1c(=O)c2c(ncn2CC(=O)N2CCN(c3ccccc3F)CC2)n(C)c1=O	4	1	0.9	0.0
OCC1OC(Nc2ccc(OC(F)(F)F)cc2)C(O)C(O)C1O (configuration not stated)	11	11	-0.8	0.0
Cc1cccc(NC(=O)N2CCC(c3nc4ccncc4c(=O)[nH]3)C2)c1 (configuration not stated)	-4	2	-0.8	0.1
CC[C@H](C)[C@@H]1NC(=O)[C@H]2CN(Cc3cnn(-c4ccccc4Cl)c3)CCN2C1=O	4	17	-0.3	0.0
CC(C)C(=O)Nc1ccc(S(=O)(=O)NCCc2ccc3c(c2)CCCN3C)cc1	-5	9	2.0	-0.1
COC(=O)CNS(=O)(=O)c1ccc2c(c1)oc(=O)n2C	-5	-5	-0.7	-0.1
CSCCC(NC(=O)C1CCC(C)CC1)C(=O)NC1CCN(Cc2ccccc2)CC1 (configuration not stated)	-8	3	-1.3	0.0
CCC(C)NS(=O)(=O)c1ccc(Cc2ccc(S(=O)(=O)NC(C)CC)cc2)cc1 (configuration not stated)	6	34*	0.6	-0.1
O=C(CCSc1ccc(Cl)cc1)Nc1ccc2scnc2c1	15	-22	0.9	0.4
Cc1ccc(C(C)n2cc(C(=O)NCCCN3CCOCC3)nn2)cc1 (configuration not stated)	5	-3	-0.4	-0.2
COc1cc2c(cc1OC)C1C(C(=O)NC3CC3)c3ccccc3C(=O)N1CC2 (configuration not stated)	-4	-7	1.1	0.4
Cc1ccc(C)c(OCC(=O)NCc2ccccn2)c1	-5	-21	1.8	0.0
Cc1cc(=O)oc2cc(OC(=O)/C=C/c3ccccc3)ccc12	3	2	0.6	0.0
O=C(CCC1CCCC1)NCc1ccccn1	11	-1	-0.4	0.4
CCN(CC)C(=O)C1CCCN(c2nccc(Nc3ccc(Oc4ccccc4)cc3)n2)C1 (configuration not stated)	16	4	3.9	0.1
NC(C(=O)N1CCCN(C(=O)c2ccc3[nH]ncc3c2)CC1)c1cccc(Cl)c1 (configuration not stated)	-6	1	0.6	0.1
COc1ccc(CN2C(=O)c3cccnc3C2=O)cc1	16	-5	0.9	-0.4
O=C(Nc1ccc(Cl)cc1)O[C@H]1C[C@H](C(=O)Nc2ccc3[nH]ncc3c2)N(C(=O)Nc2ccc(Cl)cc2)C1	-11	-14	1.7	0.3
COc1ccc(CCNC(=O)Cn2c(-c3ccncc3)nc3ccccc32)cc1OC	6	5	-0.6	-0.2
COc1ccc(CCN2C(=O)CCC2CCNCCOc2ccc(F)cc2)cc1OC (configuration not stated)	0	12	-0.1	-0.1
CCOC(=O)c1c(NC(=O)N2CCC(CN3CCOCC3)CC2)sc2c1CCCC2	3	5	3.2	-0.2
Cc1ccc(Nc2nc(-c3cc4ccccc4oc3=O)cs2)nc1	-8	-9	-0.3	0.0
CCN(CC)C(=O)C1CCCN(c2nc(C)cc(Nc3ccc(NC(C)=O)cc3)n2)C1 (configuration not stated)	13	3	1.4	0.0
CCOC(=O)C(C)/C(C)=N/NC(=O)c1cc2ccccc2cc1O (configuration not stated)	-7	5	-0.5	0.0
COCCNc1nc(-c2ccc(F)c(F)c2)c(C)s1	0	-6	0.0	0.5
O=C1c2ccccc2S(=O)(=O)N1CC(O)Cn1c2ccc(Br)cc2c2cc(Br)ccc21 (configuration not stated)	4	8	-0.9	0.0
COc1ccc(S(=O)(=O)N(CC(=O)Nc2ccc(C)c(Cl)c2)c2ccc(C)cc2)cc1	-3	-3	1.0	0.1
O=S(=O)(Nn1cnnc1)c1ccc2c(c1)OCCO2	1	1	-0.2	0.0
Cc1nc2sc(C(=O)N(c3ccccc3)c3ccccc3)c(N)c2c(C)c1Cl	-1	-5	0.0	0.5
Cc1c(Br)c(-c2n[nH]c(=S)n2Cc2ccco2)nn1C	19	-3	-0.9	0.5
CN1CCC(N(C(=O)COCC(=O)O)C2CC2)CC1	5	1	0.3	0.0
COC(=O)c1ccc(NC(=S)NC(=O)c2ccco2)cc1	-5	-9	-0.4	-0.2
C=CCOc1ccc(C2Oc3nc(SCC=C)nnc3-c3ccccc3N2C(C)=O)cc1 (configuration not stated)	13	10	1.2	0.1
O=C(OCc1ccc(-c2cccc([N+](=O)[O-])c2)o1)c1ccco1	13	-11	-0.5	-0.1
CC/C=C\C[C@H](O)/C=C/[C@@H]1[C@H](C/C=C\CCCC(=O)O)[C@@H](O)C[C@H]1O	5	.	-2.4	.
CS(=O)(=O)Nc1ccc(-c2ccnc(Nc3ccc(-n4cncn4)cc3)n2)cc1	16	25	0.0	0.4
Cc1ccc(N2C(=O)c3n[nH]c(C)c3C2c2cccs2)cc1 (configuration not stated)	9	-17	0.3	0.6
Brc1cccc(-c2nnc(CN3CCN(C4CCCCC4)CC3)o2)c1	-3	1	-0.8	-0.1
CCOC(=O)c1cc(-c2ccsc2)no1	-16	-5	2.3	0.1
CC(C)(C)C(=O)NC1CCN(CC(=O)NCc2ccccc2)CC1	17	-4	-0.7	0.0
COc1ccc(NC(=O)c2ccc(CNc3c(N4CCC(C)CC4)c(=O)c3=O)cc2)cc1	4	4	0.0	-0.1
O=c1cc(NCc2ccccc2)nc2ccccn12	8	-16	-0.2	-0.1
Nc1ccc(N2CCCCC2)cc1N1CCCCC1	39	72*	0.4	-0.7
CCOC(=O)c1sc2nc3c(c(-c4ccc(Cl)cc4)c2c1N)CCCCC3	0	-8	-0.4	0.1
CCC1(CC)Cc2ccccc2C2=C(C(=O)N3CCCCC3)C(=O)C(=O)N21	-3	-3	1.3	-0.1
CC(=O)N(C)c1ccc(NC(=O)c2ccc(F)cc2)cc1	1	-38	-3.1	0.1
O=C(O)c1ccc(-c2nc(-c3ccc4c(c3)C(=O)c3cc([N+](=O)[O-])ccc3-4)c(-c3ccccc3)[nH]2)cc1	5	-5	1.7	-0.2
Cc1cccc(N2C(=O)CS/C2=N\NC(=O)c2ccc([N+](=O)[O-])cc2)c1C	9	6	-0.5	0.1
COC(=O)C(CC(C)C)NC(=O)c1ccc(Cl)c([N+](=O)[O-])c1 (configuration not stated)	4	9	-0.6	0.1
CCOc1ccc(NC(=O)C2C3C=CC4(O3)C2C(=O)N(CCC2=CCCCC2)C4C(=O)NC2CCCCC2)cc1 (configuration not stated)	-10	-10	0.4	-0.1
O=C(C(Cc1ccccc1)n1cccc1)N1CCN(c2ccccn2)CC1 (configuration not stated)	4	-11	0.1	-0.5

Two compounds drawn at random from the list so far:
SMILES	MITF inh	TEAD-YAP block	GPR151 ag	FBW7 act
Nc1ccc(N2CCCCC2)cc1N1CCCCC1	39	72*	0.4	-0.7
CN1CCC(N(C(=O)COCC(=O)O)C2CC2)CC1	5	1	0.3	0.0

Back to the main list, starting two compounds before the break.
SMILES	MITF inh	TEAD-YAP block	GPR151 ag	FBW7 act
CCOc1ccc(NC(=O)C2C3C=CC4(O3)C2C(=O)N(CCC2=CCCCC2)C4C(=O)NC2CCCCC2)cc1 (configuration not stated)	-10	-10	0.4	-0.1
O=C(C(Cc1ccccc1)n1cccc1)N1CCN(c2ccccn2)CC1 (configuration not stated)	4	-11	0.1	-0.5
CCC(CC)c1nnc(NC(=O)CSc2ccccc2)s1	11	-2	0.8	0.5
Cc1cc(C(=O)Nc2ccc3c(c2)OCCO3)c(C)o1	4	-27	-4.6	0.0
CC(=O)Nc1ccc(N2C(=O)CSC2c2ccc([N+](=O)[O-])cc2)cc1 (configuration not stated)	-5	3	-0.8	-0.1
O=C(c1cccs1)N1CCC2(CC1)CC(O)(c1nccs1)CO2 (configuration not stated)	-1	-1	2.4	0.0
Cc1cc(C)n(-c2cccc(CN3CCCC(CNC(=O)c4cccnc4)C3)c2)n1 (configuration not stated)	6	-3	-0.7	0.1
CC(NC(=O)C1CCCC1)c1ccccc1 (configuration not stated)	2	6	2.0	0.1
O=C(CSc1nnc(NC(=O)COc2ccc(Cl)cc2)s1)Nc1nccs1	-14	12	2.1	0.0
COC(=O)c1ccccc1S(=O)(=O)Nc1ccc(OC(F)F)c(Cl)c1	0	-2	0.1	0.0
COC(=O)C1=C(C)NC(=O)CC1c1cc([N+](=O)[O-])ccc1Cl (configuration not stated)	13	8	0.5	0.5
O=C(Cc1c[nH]c2ccccc12)Nc1ccc2ccccc2c1	-1	-22	-0.1	-0.1
N=C1c2ccccc2CN1c1ccc(S(=O)(=O)N2CCOCC2)cc1	12	5	-0.8	0.5
CCCC1=C(C(=O)OCC)C(c2cccc(Cl)c2)C(C#N)=C(N)O1 (configuration not stated)	4	-2	-1.4	0.5
CC(C)C(=O)NCCc1nnc2n1CCN(Cc1ccc3ncccc3c1)CC2	-2	-8	0.2	-0.2
CCOC(=O)C(NC(=O)c1ccccc1Cl)(Nc1sc2c(c1C(N)=O)CCC2)C(F)(F)F (configuration not stated)	6	8	-0.1	0.0
CCSc1nnc2c(n1)OC(c1cc(Cl)cc(OC)c1OC)N(C(C)=O)c1ccccc1-2 (configuration not stated)	-16	7	-0.5	0.1
Cc1ccccc1CSc1nc2c(sc(=S)n2Cc2ccco2)c(=O)n1-c1ccc(F)cc1	15	-2	1.1	0.1
C=CCNc1nc(-c2c(C)nc3ccccn23)cs1	-11	-2	-1.2	-0.3
O=C(Nc1ccc(NC(=O)c2ccco2)cc1)c1cnccn1	6	-63	-4.7	0.1
O=C(O)c1cc(N/N=C/c2ccc(N3CCOCC3)s2)ccc1Cl	76*	-16	-0.9	-0.1
Cc1cccc(C2CCCN(C(=O)CC3(c4ccccc4F)CC(=O)N(C)C3=O)C2)c1 (configuration not stated)	0	0	1.4	-0.1
CC1CCN(c2ccc(NC(=O)c3ncoc3-c3cccc(F)c3)cc2C(N)=O)CC1	-21	-6	-0.4	0.0
COc1cc(C2NC(C(=O)O)CS2)cc([N+](=O)[O-])c1OC (configuration not stated)	-2	-1	-0.5	-0.4
CCOC(=O)c1cc(CC)sc1NC(=O)c1cccc(Br)c1	-5	-2	0.3	0.0
N#Cc1ccccc1COc1ccc(/C=C2/SC(=Nc3ccccc3)N(Cc3ccccc3)C2=O)cc1	11	11	-0.1	0.0
Clc1ccc(-c2cnc(NCc3ccco3)nc2)cc1	1	-39	-0.2	-0.2
COc1cccc2sc(N(CCCN(C)C)C(=O)c3ccc(Br)cc3)nc12	-3	16	-0.8	0.1
C=CCNC(=O)/C(C#N)=C/c1cc(OC)c(O)c(OC)c1	6	16	-0.5	0.0
CC(C)c1ccc(C2CC(c3cccc(Cl)c3)n3nnnc3N2)cc1 (configuration not stated)	-9	0	0.8	0.1
CC(C)NC(=O)NC(=O)CN1C(=O)NC(Cc2c[nH]c3ccccc23)C1=O (configuration not stated)	-10	3	-1.9	-0.1
CCOC(=O)N1c2ccccc2C(C)(c2ccccc2)CC1(C)C (configuration not stated)	-1	-8	-0.4	-0.1
O=C1N[C@@H](CO)C(=O)N2CCN(C(=O)c3cccc(F)c3F)C[C@H]12	7	-1	-0.3	0.1
CC(C)c1ccc(C(=O)CCN(C)C)cc1	-9	20	-0.7	-0.1
CN1CCNC(=O)C1CC(=O)N1CCC2(CC1)NC(=O)c1cccnc1N2C (configuration not stated)	-2	-5	0.8	0.2
O=C1NN(c2cccc(Cl)c2)C(=O)/C1=C/c1cc([N+](=O)[O-])ccc1O	-5	-14	-1.1	-0.4
COc1ccc(Cl)cc1C(=O)Nc1ncn[nH]1	8	6	-1.0	0.6
CCN(c1cccc(C)c1)S(=O)(=O)c1ccc2c(c1)C(C)(C)C(=O)N2C	7	11	1.1	-0.1
